High-throughput results (PubChem BioAssay)
FAK inh: FAK (human) kinase inhibition. Q05397. biochemical FAK kinase activity assay. inhibition, %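 (tested at 7 µM)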. hit rate 0.84% among 97,000; in the data active = inhibition above about 19%;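 also: 0% = DMSO and 100% = reference compound high control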
Target sequence (Q05397 whole entry, looked up): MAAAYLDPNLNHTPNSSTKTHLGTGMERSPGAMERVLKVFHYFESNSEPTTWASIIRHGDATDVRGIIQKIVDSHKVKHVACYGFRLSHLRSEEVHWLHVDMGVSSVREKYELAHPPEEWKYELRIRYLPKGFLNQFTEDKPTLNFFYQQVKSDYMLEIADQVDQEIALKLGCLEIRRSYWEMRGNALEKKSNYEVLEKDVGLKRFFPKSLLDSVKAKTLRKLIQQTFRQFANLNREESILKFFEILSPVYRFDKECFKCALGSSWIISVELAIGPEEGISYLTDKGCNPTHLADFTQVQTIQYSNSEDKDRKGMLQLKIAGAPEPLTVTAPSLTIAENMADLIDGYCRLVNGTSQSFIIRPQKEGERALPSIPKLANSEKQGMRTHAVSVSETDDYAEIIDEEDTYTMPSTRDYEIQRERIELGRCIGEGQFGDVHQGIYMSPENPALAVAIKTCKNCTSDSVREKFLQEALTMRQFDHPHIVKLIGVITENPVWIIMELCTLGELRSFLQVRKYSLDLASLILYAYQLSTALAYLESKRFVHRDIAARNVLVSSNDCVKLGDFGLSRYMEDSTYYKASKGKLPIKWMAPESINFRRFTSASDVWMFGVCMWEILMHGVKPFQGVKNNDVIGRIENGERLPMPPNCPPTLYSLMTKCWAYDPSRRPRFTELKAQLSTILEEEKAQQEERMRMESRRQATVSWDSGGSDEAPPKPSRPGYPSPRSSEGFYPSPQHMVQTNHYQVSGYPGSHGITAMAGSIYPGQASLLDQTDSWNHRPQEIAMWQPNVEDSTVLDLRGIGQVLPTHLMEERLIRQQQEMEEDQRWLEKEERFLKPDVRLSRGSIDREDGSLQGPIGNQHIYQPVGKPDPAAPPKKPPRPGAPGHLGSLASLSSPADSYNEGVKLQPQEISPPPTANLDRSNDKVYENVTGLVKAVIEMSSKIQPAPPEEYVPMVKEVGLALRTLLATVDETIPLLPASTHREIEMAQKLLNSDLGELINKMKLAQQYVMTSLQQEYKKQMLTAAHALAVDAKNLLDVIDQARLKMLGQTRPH
HIV Rev-RRE inh: inhibitors of HIV-1 Rev-RRE RNA interaction. inhibition, % at 8 µM. Rev peptide-RRE RNA binding, FRET. hit rate 0.79% among 97,000. P05866;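 active = inhibition above the screen-wide mean plus 3 SD, cut at about 35% in these data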;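 also: 0% = median DMSO wells and 100% = median Neomycin B control wells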
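Assay system: Labelled RRE RNA duplex and labelled Rev peptide | Times: 5 min preincubation and 15 min binding, 25 °C | Detection: FRET, ex 480 nm, em 540 and 671 nm | Evaluation: % inhibition of FRET ratio versus controls | Benchmarks: DMSO wells as 0% and neomycin B wells as 100% inhibition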
LYP inh 2: LYP (human) phosphatase inhibition | recombinant LYP catalytic domain, DiFMUP fluorescence | hit rate 0.21% among 96,000 | Q9Y2R2 | inhibition, % at 2 µM | AID 640;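 active = inhibition at 2 µM at or above a set limit, the screen mean plus 3 SD, cut at about 24% in these data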;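 also: 0% = DMSO with enzyme and 100% = enzyme fully blocked by orthovanadate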
PostGolgi yeast: growth inhibition of a yeast mutant, post-Golgi transport screen. post-Golgi transport phenotypic cell assay. inhibition, % at 10 µM. hit rate 0.9% among 98,000;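 also: yeast cells grown in 1536-well plates; yeast grown about 18 h at 30C before absorbance read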
PostGolgi ctrl: yeast control strain growth, post-Golgi counter-screen; efflux-deficient yeast background strain, growth absorbance A615, 16 h; inhibition, % at 10 µM; hit rate 5% among 98,000
PTPN22 act: LYP (human) phosphatase activation; Q9Y2R2; recombinant LYP, DiFMUP fluorescence; 0 = plate median, 100 = signal doubled; activation, % at 2 µM; hit rate 0.11% among 96,000; AID 697;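 active = activation at 2 µM above a set limit, the mean plus 5 SD, cut at about 37% in these data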
S1P2 ag: S1P2 (human) receptor agonism; O95136; S1P2-expressing cell line, agonist reporter read-out; activation, % at 4.5 µM; hit rate 0.46% among 97,000; in the data active = activation above about 16%;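 also: 0% = vehicle low control and 100% = maximal reference agonist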
EphB4 antag: blocks human EphB4 binding to ephrin-B2 | EphB4 LBD / TNYL-RAW-Alexa532 peptide, fluorescence polarization | hit rate 0.15% among 97,000 | inhibition, % at 7 µM | P54760;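 active = inhibition above the screen-wide mean inhibition plus 3 SD, cut at about 15% in these data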;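 also: 0% = DMSO wells and 100% = excess unlabeled TNYL-RAW peptide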
S1P2 antag: antagonists of human S1P2 receptor; cell-based S1P2 antagonist assay, inhibition at 5 uM; inhibition, % at 5 µM; hit rate 0.21% among 97,000; in the data active = inhibition above about 45%;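 also: CRE beta-lactamase reporter cells expressing human S1P2 stimulated with S1P; 0% = agonist at EC80 alone and 100% = agonist plus reference antagonist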
The depositor's hits bear a star; nt = not tested or not shown; [ ] = remark or other dose. Rule as the data show it, unless noted: active = inhibition above about 30%; inactive = the rest. The order is random (roughly 7% active in at least one column).

SMILES	FAK inh	HIV Rev-RRE inh	LYP inh 2	PostGolgi yeast	PostGolgi ctrl	PTPN22 act	S1P2 ag	EphB4 antag	S1P2 antag
O=C(NCCc1ccc(Cl)cc1)C1CC(=O)N(C2CCCCC2)C1 (stereo not drawn)	-2	7	7	nt	nt	-9	-7	8	-8
C/C(=N/OCC(=O)Nc1ccc(C)cc1C)c1cccs1	-1	4	-4	9	19	2	-3	5	10
Cn1cnnc1SCC(=O)Nc1ccc2nc(SCc3ccccc3F)sc2c1	3	7	-4	-3	16	7	-5	-2	-40
COc1ccccc1C(=O)NCC(=O)OC(C)C(=O)NC(=O)NC1CCCCC1 (stereo not drawn)	-1	7	-6	11	8	6	-1	6	0
OCCN1CCN(C2Cc3cc(Cl)ccc3Sc3ccc(Cl)cc32)CC1 (stereo not drawn) (tested in a mixture with another compound)	1	7	11	nt	nt	-12	-6	-2	-10
Cc1ccc(OCC(=O)Nn2c(C)nc3ccccc3c2=O)c(C(C)C)c1	2	0	18	-2	12	-14	-6	4	-10
CS(=O)(=O)N1CCN(c2ccccc2NC(=O)c2cccc3ccccc23)CC1	2	8	2	nt	nt	-2	-3	-2	-12
CC(=O)c1cccc(NC(=O)NCc2ccccn2)c1	1	5	-7	-1	-10	8	-3	-2	-10
CCn1c(CNc2ccc(Cl)cc2)nnc1SCc1ccc(C)cc1	2	2	-1	nt	nt	0	-2	-2	-1
CC1CN(C(=O)c2ccncc2)CC(C)O1 (stereo not drawn)	2	6	-8	-1	-6	4	-1	3	7
C/C(Cn1cnc([N+](=O)[O-])n1)=N\NC(=O)c1ccccc1	1	12	0	nt	nt	1	-6	8	13
Cc1cccc(NC(=O)c2sc3nc(-c4ccccc4)cn3c2C)n1	-2	18	5	7	8	-5	0	-3	-12
COc1ccc(OCC(=O)Nc2ccc3c(c2)nc(CN2CCCC2)n3C)cc1	3	9	2	-1	3	-1	-5	-3	-4
O=C(COc1ccccc1)N/N=C/c1cc2c(cc1[N+](=O)[O-])OCO2	4	9	9	13	12	-9	-6	10	1
CCn1c(N2CCN(CC(=O)c3ccc(OC)cc3)CC2)nc2ccccc21	-2	7	-2	-3	16	1	-7	-5	-8
COc1cccc(C2NC(CCSC)(C(=O)O)C3C(=O)N(C(C)C)C(=O)C23)c1O (stereo not drawn)	-1	11	-2	-9	40*	2	-3	3	20
COC(=O)c1ccc(CSc2nc3c(c(=O)n2-c2ccc(Br)cc2)SCC3)o1	-3	9	-4	-3	13	3	-5	8	-25
CCCOc1ccc(C(=O)N2CCCC2)cc1OC	-1	-2	15	-6	5	-18	-1	-7	-4
CCOC(=O)C1(CC)CC(CSc2nc3ccccc3[nH]2)OC1=O (stereo not drawn)	-6	5	1	-3	6	-2	-8	4	19
CC1CCC(NC(=O)c2ccc(CS(=O)(=O)Cc3ccccc3F)o2)CC1 (stereo not drawn)	1	6	-1	-6	18	-1	-8	-3	17
COCCNC(=O)COc1ccc(C)c(C)c1	-1	10	8	4	-11	-4	-2	8	7
Nc1c(C(=O)NC2CCCC2)c2nc3ccccc3nc2n1N	3	21	2	12	28	-5	-5	3	-13
Cc1ccc(SCc2cc(=O)[nH]c(N3CCN(C)CC3)n2)cc1	-2	5	5	-12	5	-6	-4	-6	-5
N#CC1=C(N)SC(N)=C(C#N)C1c1ccoc1	-1	86*[fluorescence artefact?]	1	-2	12	-4	-2	-1	-7
CNC(=O)c1[nH]cnc1C(=O)Nc1ccccc1OC	2	6	7	nt	nt	-8	-4	9	-21
O=C1c2ccccc2C(=O)N1c1nc2nccc(-c3ccccc3)n2n1	6	1	0	2	9	-5	-2	9	19
CCOC(=O)c1c(C)oc2c1cc(O)c1ccccc12	11	12	2	-6	39*	-4	-5	-4	2
c1cncc(CNc2nc(N3CCOCC3)nc(N3CCOCC3)n2)c1	0	1	6	0	4	-6	1	-7	-27
CCN(CC)C(=O)CSc1nc2ncc(Br)cc2[nH]1	15	8	2	-5	8	-2	-3	12	1
Cn1c(=O)c2c(nc(N3CCN(Cc4ccccc4)CC3)n2CC(=O)c2ccccc2)n(C)c1=O	2	10	-2	nt	nt	4	-4	-6	-2
Cn1c(CCNC(=O)OC(C)(C)C)n[nH]c1=S	1	2	3	-4	-1	-5	-4	-6	2
CS(=O)(=O)N1CCN(c2ccc([N+](=O)[O-])c(NCc3ccccc3)c2)CC1	4	8	-6	-2	19	9	-3	8	4
Cc1ccccc1CN(c1ccc(C(=O)N2CCc3ccccc3C2)cc1)S(C)(=O)=O	1	0	1	-2	12	1	-7	-10	-5
Cc1nonc1NC(=O)N1CCCC1	6	2	0	9	-2	-1	-9	-3	-7
CNc1nc(C)nc(-c2ccccc2O)n1	1	7	2	-4	2	-5	0	2	-13
O=S(=O)(NC1CCCCC1)c1ccc(-c2csnn2)s1	1	4	11	4	7	-9	-1	3	-9
CCCCNC(=O)CN1C(=O)NC2NC(=O)NC21 (stereo not drawn)	-3	5	-6	-5	-3	3	-3	3	-9
COc1ccc(CNc2nc3c(c(=O)[nH]c(=O)n3C)n2CCCc2ccccc2)cc1	7	5	17	-2	-7	-17	-5	-1	-10
O=C(N/N=C/c1cccs1)c1ccccn1	-3	3	-2	-3	8	5	-3	-5	-19
Cc1cccc(OCCCC(=O)NC(C)c2ccccc2)c1 (stereo not drawn)	0	3	-8	-2	1	10	-2	0	8
O=C(O)c1ccccc1C(=O)OCc1ccccc1	5	4	8	3	10	-4	-2	0	-26
CCOc1ccc(-n2nnnc2SCC(=O)N2CCOCC2)cc1	1	2	3	nt	nt	-3	-6	-1	1
CCCCc1nnc(NC(=O)CSc2nc(C)cc(=O)[nH]2)s1	-2	8	-3	2	12	4	-4	1	2
COc1ccccc1NC(=S)N(CCc1nc2cc(C)c(C)cc2[nH]1)Cc1cccnc1	0	0	10	6	14	-6	-4	-1	7
Cc1cc(C(=O)NNC(=S)NC(C)c2ccccc2)c2ccccc2n1 (stereo not drawn)	1	4	0	4	-1	-1	-7	10	21
CC(C)(C)c1cnnn1-c1ccc(-c2csc(N)n2)cc1	-1	6	-12	21	46*	9	-2	1	1
O=S(=O)(/N=C(/c1ccc(Cl)cc1)N1CCOCC1)c1ccc(Cl)cc1	-3	-1	-2	-4	-1	7	-4	-4	-1
Cn1c(C(=O)OC(C(=O)NCc2ccco2)c2ccncc2)cc2sccc21 (stereo not drawn)	5	4	0	-2	-12	2	1	-2	-5
Cc1ccc(-c2nnc(-c3ccc(NC(=O)c4cccs4)cc3)o2)cc1	0	3	11	-12	5	-10	-11	-1	-3
COc1ccc(C(=O)N2CCC(C(=O)NCc3ccccn3)CC2)cc1	-2	6	-1	-3	1	-2	-7	2	20
Cc1ccc(Cn2c(=N)n(CC(O)COc3ccccc3)c3ccccc32)cc1 (stereo not drawn)	1	19	1	0	-5	0	-1	-3	18
COc1ccc2c(c1)C1(Nc3ccccc3C(=O)N1c1ccccc1)C(=O)N2 (stereo not drawn)	1	3	7	5	-1	-9	-4	-6	1
CCOC(=O)C1=C(N)N(c2ccc(N3CCCCC3)cc2)C(=O)C1	-3	-8	11	-4	1	-14	-5	-10	-13
COCCCNC(=O)CC1Oc2ccccc2NC1=O (stereo not drawn)	1	11	-15	-6	6	13	-9	0	16
CCCN1C(=O)c2ccccc2NC1c1cc(OC)c(OC)c(OC)c1 (stereo not drawn)	1	5	-3	nt	nt	2	-4	5	0
CCOC(=O)N1CCN(C(=O)CSc2cc(C)nc3c(-c4ccccc4OC)c(C)nn23)CC1	0	3	-12	3	9	9	-1	-6	1
CC(C)NC(=O)C1CCCN(S(C)(=O)=O)C1 (stereo not drawn)	5	7	-1	12	-8	5	-10	2	-1
CCOC(=O)C1CCN(C(=O)CSc2nnc(-c3ccco3)n2-c2ccccc2)CC1	0	3	6	-9	11	-8	-5	1	-14
CCOC(=O)C1=C(CSc2nc3c(cc2C#N)CN(C)CC3)OC(N)=C(C#N)C1c1ccc(F)cc1 (stereo not drawn)	17	57*	-5	0	2	4	-3	1	-21
CSC1=NC2(CC(c3ccccc3)Oc3cc(O)ccc32)CC(C)(C)N1 (stereo not drawn)	3	-3	-6	nt	nt	5	1	-10	-15

Ordered by length of the SMILES (lowest first): some entries from above.
SMILES	FAK inh	HIV Rev-RRE inh	LYP inh 2	PostGolgi yeast	PostGolgi ctrl	PTPN22 act	S1P2 ag	EphB4 antag	S1P2 antag
COCCCNC(=O)CC1Oc2ccccc2NC1=O (stereo not drawn)	1	11	-15	-6	6	13	-9	0	16
O=C(O)c1ccccc1C(=O)OCc1ccccc1	5	4	8	3	10	-4	-2	0	-26
CC(C)NC(=O)C1CCCN(S(C)(=O)=O)C1 (stereo not drawn)	5	7	-1	12	-8	5	-10	2	-1
CCOc1ccc(-n2nnnc2SCC(=O)N2CCOCC2)cc1	1	2	3	nt	nt	-3	-6	-1	1
CC(C)(C)c1cnnn1-c1ccc(-c2csc(N)n2)cc1	-1	6	-12	21	46*	9	-2	1	1
CCCCc1nnc(NC(=O)CSc2nc(C)cc(=O)[nH]2)s1	-2	8	-3	2	12	4	-4	1	2
CCCN1C(=O)c2ccccc2NC1c1cc(OC)c(OC)c(OC)c1 (stereo not drawn)	1	5	-3	nt	nt	2	-4	5	0
Cc1cc(C(=O)NNC(=S)NC(C)c2ccccc2)c2ccccc2n1 (stereo not drawn)	1	4	0	4	-1	-1	-7	10	21
CCOC(=O)C1=C(N)N(c2ccc(N3CCCCC3)cc2)C(=O)C1	-3	-8	11	-4	1	-14	-5	-10	-13
Cc1ccc(-c2nnc(-c3ccc(NC(=O)c4cccs4)cc3)o2)cc1	0	3	11	-12	5	-10	-11	-1	-3
Cn1c(C(=O)OC(C(=O)NCc2ccco2)c2ccncc2)cc2sccc21 (stereo not drawn)	5	4	0	-2	-12	2	1	-2	-5
COc1ccc2c(c1)C1(Nc3ccccc3C(=O)N1c1ccccc1)C(=O)N2 (stereo not drawn)	1	3	7	5	-1	-9	-4	-6	1
CCOC(=O)C1CCN(C(=O)CSc2nnc(-c3ccco3)n2-c2ccccc2)CC1	0	3	6	-9	11	-8	-5	1	-14
COc1ccccc1NC(=S)N(CCc1nc2cc(C)c(C)cc2[nH]1)Cc1cccnc1	0	0	10	6	14	-6	-4	-1	7
CCOC(=O)N1CCN(C(=O)CSc2cc(C)nc3c(-c4ccccc4OC)c(C)nn23)CC1	0	3	-12	3	9	9	-1	-6	1
CCOC(=O)C1=C(CSc2nc3c(cc2C#N)CN(C)CC3)OC(N)=C(C#N)C1c1ccc(F)cc1 (stereo not drawn)	17	57*	-5	0	2	4	-3	1	-21

Part of the list above in order of heavy-atom count, smallest number first.
SMILES	FAK inh	HIV Rev-RRE inh	LYP inh 2	PostGolgi yeast	PostGolgi ctrl	PTPN22 act	S1P2 ag	EphB4 antag	S1P2 antag
CC(C)NC(=O)C1CCCN(S(C)(=O)=O)C1 (stereo not drawn)	5	7	-1	12	-8	5	-10	2	-1
CCCN1C(=O)c2ccccc2NC1c1cc(OC)c(OC)c(OC)c1 (stereo not drawn)	1	5	-3	nt	nt	2	-4	5	0
COc1ccc2c(c1)C1(Nc3ccccc3C(=O)N1c1ccccc1)C(=O)N2 (stereo not drawn)	1	3	7	5	-1	-9	-4	-6	1

Other records.
SMILES	FAK inh	HIV Rev-RRE inh	LYP inh 2	PostGolgi yeast	PostGolgi ctrl	PTPN22 act	S1P2 ag	EphB4 antag	S1P2 antag
O=S1(=O)C=C(Oc2ccc3ccccc3c2)c2ccccc21	-2	3	-11	-7	34*	14	-8	-4	12
COc1cc(CNC(=O)c2ccc(Cn3nc(C)c(Cl)c3C)o2)cc(OC)c1	0	7	-12	-4	21	8	-6	2	12
CCOC(=O)c1c(-c2ccccc2)nc2ccc(C)cn12	0	-1	-4	-36	31*	7	6	-4	-13
COc1ccc2c(C)nc(Nc3nc(C)c(C)c(=O)[nH]3)nc2c1	5	8	1	-7	66*	-3	14	-1	-19
